Bioassay records (PubChem)
KCC2 mod: KCC2 (human) Cl- transport modulation; KCC2 cells, thallium flux FluoZin-2 fluorescence; 190,000 tested, 2.2% active; B-score of Tl+ flux slope (higher = more flux/activation; lower = inhibition) at 10 µM; AID 1456; Q9H2X9;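 active = thallium flux slope and its plate-corrected score both differing from the plate sample mean at a set confidence after two filtering rounds, in either direction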;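 also: slope of fluorescence scaled to starting intensity during 10 to 20 s after thallium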
TRPML3 agonist: agonists of human TRPML3 channel | Q8TDD5 | HEK293 TRPML3-YFP, Fluo-8 calcium fluorescence; 100% = the carbachol control signal | activation, % at 3 µM | 220,000 tested, 0.29% active;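 active = activation above its plate's cutoff, the mean activation of the plate's test wells plus 3 SD, cut at about 12% in these data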;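 also: 0% = DMSO only wells and 100% = carbachol wells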
Target sequence (Q8TDD5 whole entry, looked up): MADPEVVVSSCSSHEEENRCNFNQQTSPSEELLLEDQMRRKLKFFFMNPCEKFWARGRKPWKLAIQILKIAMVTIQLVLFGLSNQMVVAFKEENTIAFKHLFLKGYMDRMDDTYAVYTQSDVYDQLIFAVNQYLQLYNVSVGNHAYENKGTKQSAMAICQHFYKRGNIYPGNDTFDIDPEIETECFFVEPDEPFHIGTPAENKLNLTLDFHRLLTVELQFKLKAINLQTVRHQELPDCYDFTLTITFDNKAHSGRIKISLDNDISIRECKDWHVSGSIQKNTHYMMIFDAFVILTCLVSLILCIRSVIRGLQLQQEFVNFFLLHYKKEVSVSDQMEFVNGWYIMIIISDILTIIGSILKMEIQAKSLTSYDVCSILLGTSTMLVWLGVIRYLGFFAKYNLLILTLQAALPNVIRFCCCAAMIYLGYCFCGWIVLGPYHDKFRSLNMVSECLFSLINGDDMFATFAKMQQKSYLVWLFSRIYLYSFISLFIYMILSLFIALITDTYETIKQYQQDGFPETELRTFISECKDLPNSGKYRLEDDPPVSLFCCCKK
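Material: HEK293 cells stably carrying human TRPML3-YFP; compound dosing: single dose, 3 µM final nominal compound, 0.3% DMSO final; incubation: 1-h 37 °C dye load, 5-s basal, 120-s post-compound reads; technique: Fluo-8 intracellular calcium fluorescence, excitation 470-495 nm, emission 515-575 nm; read-out basis: percent activation from peak-to-basal fluorescence ratio, scaled between DMSO and carbachol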
Tb hexokinase: T. brucei hexokinase 1 inhibition | inhibition, % at 10 µM | AID 1430 | 220,000 tested, 0.11% active | recombinant TbHK1, G6PDH-coupled NADH A340;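 active = inhibition of 50% or more in the single-dose primary screen; inactive = inhibition below 50%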
m-calpain inh: inhibitors of pig calpain II | purified calpain II, fluorogenic peptide substrate, 30 min | inhibition, % at 16 µM | 220,000 tested, 0.37% active;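 active = inhibition above about 50%, limit read from the data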
Thrombin inh: inhibitors of human thrombin; 220,000 tested, 0.26% active; P00734; alpha-thrombin, Boc-VPR-AMC fluorogenic substrate cleavage; inhibition, % at 5 µM;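 active = inhibition at or above 40%; inactive = inhibition below 40%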;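 also: 0% = enzyme with no compound and 100% = wells without enzyme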
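Material: human alpha-thrombin protein. Incubation: reaction at ambient temperature. Technique: fluorescence of released AMC, ex 355 nm, em 460 nm. Control set: no-compound enzyme wells and no-enzyme blanks. Also added: Boc-VPR-AMC substrate, 15 µM final. Buffer or medium: pH 7.5 Tris (50 mM) with NaCl 150 mM, Tween 20 0.05%.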
EBV gp42 inh: inhibitors of Epstein-Barr virus glycoprotein 42. Q1HVG2. Fluorescence polarization binding assay, mP read-out. inhibition, % (tested at 21.74 µM). 220,000 tested, 0.42% active. AID 1085; in the data active = inhibition above about 50%
Target sequence (Q1HVG2 whole entry, looked up): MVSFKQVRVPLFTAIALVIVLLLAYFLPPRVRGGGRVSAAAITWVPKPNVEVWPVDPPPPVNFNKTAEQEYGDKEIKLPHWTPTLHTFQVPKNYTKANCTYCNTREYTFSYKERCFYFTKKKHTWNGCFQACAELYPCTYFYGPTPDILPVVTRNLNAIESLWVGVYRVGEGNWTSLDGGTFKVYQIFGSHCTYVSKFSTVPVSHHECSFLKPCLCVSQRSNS
TRPN1 ag: zebrafish TRPN1 (NompC) channel agonism. HEK293 zebrafish TRPN1-YFP, Fluo-8 calcium fluorescence; 100% = response to 87 µM carbachol. activation, % at 3 µM. 220,000 tested, 0.18% active. AID 1424;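 active = activation above its plate's cutoff, the mean activation of test wells on that plate plus 3 SD, cut at about 19% in these data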;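 also: 0% = DMSO alone and 100% = 87 µM carbachol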
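System: zebrafish TRPN1-YFP in HEK293 cells / Dosing: 3 µM single point / Timing: dye loading 1 h at 37 °C, then 30 min room temperature / Signal: Fluo-8 calcium fluorescence, excitation 470-495 nm, emission 515-575 nm / Read-out basis: percent activation from peak over basal fluorescence ratio, control-normalized / Control set: high carbachol 87 µM, low DMSO alone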
Furin inhibitor: inhibitors of human furin; P09958; purified furin, fluorogenic substrate cleavage; inhibition, % at 30 µM; 220,000 tested, 0.061% active; AID 463115; in the data active = inhibition above about 25%; also: inactives centre near -15
PPC-1+TRAIL kill: compounds killing PPC-1 cancer cells with TRAIL present (potentiator screen, no TRAIL-free arm); PPC-1 cells + TRAIL, ATPLite viability luminescence; cell killing (% activity), % at 4 µM; 220,000 tested, 0.41% active;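 active = cell killing above 50% in the first pass at 4 µM, then a duplicate retest at 5 µM averaging 50% or more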;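 also: plate controls were cells with TRAIL plus DMSO for no effect and medium-only wells lacking cells for full effect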
Active calls of the source: *; . = no result given; [ ] = remark or other dose. Not all compounds are listed. The share of hits here may be higher or lower than overall.

SMILES	KCC2 mod	TRPML3 agonist	Tb hexokinase	m-calpain inh	Thrombin inh	EBV gp42 inh	TRPN1 ag	Furin inhibitor	PPC-1+TRAIL kill
FC(F)(F)c1cccc(-n2nnnc2C2(N3CCOCC3)CCCCC2)c1	-0.35	7.7	2	10	2	-25	-0.2	16[20 µM]	7
CCN(CC)c1ccc(N=Cc2c(O)n(-c3cc(OC)ccc3OC)c(=O)[nH]c2=O)cc1	-2.1	1.0	-35	-46	1	-44	1.2	14	.
CCCCCCC(=O)c1c(O)n(-c2ccc(OC)cc2)c(=O)[nH]c1=O (tested in a mixture with another compound)	-0.61	-0.7	-11	-16	-2	-16	-0.5	-17	-13
OC12ONC(c3ccccn3)C1N1CCC2CC1 (stereo not given)	.	-0.4	-7	-4	-4	-21	1.3	-26	-6
CC(C)OC1CCCC(O)C1CC(=O)O (stereo not given)	-0.45	0.2	-6	7	-7	-9	1.3	-12	-4
C=CCN1C(=O)/C(=C/c2cc(C)n(-c3ccccn3)c2C)C(=O)NC1=S	-0.36	0.6	33	8	-3	-25	-0.9	-9	28
O=C1C=C2C=C[C@H]3C[C@]2(O1)[C@@H]1CCCCN13	1.4	0.3	11	-5	4	-17	0.0	-18	-4
Cc1ccc(OP(=O)(O)Oc2ccc(C)cc2)cc1	2.3	0.5	1	.	.	.	-0.9	-15[20 µM]	.
CCN1CCN(Cc2cc(OC)c(OC)cc2[N+](=O)[O-])CC1	0.063	0.6	-7	14	-7	2	0.6	-12[20 µM]	12
CN(C)C1=NC(N(C)C)=NP(N(C)C)(N(C)C)=N1	0.92	0.7	2	36	0	-7	1.0	-31	0
C[C@H]1CCC/C=C/C2C[C@H](O)CC2[C@H](O)/C=C/C(=O)O1 (stereo not given in full)	-0.75	0.6	1	15	.	-2	0.6	-14	43
CCn1c(O)c(C=Nc2ccc(S(N)(=O)=O)cc2)c(=O)n(CC)c1=S	0.043	0.4	-6	19	0	-6	-0.5	-15	29
COc1ccc(C(CC(=O)N2CCC3(CC2)OCCO3)NS(=O)(=O)c2ccc(F)cc2)cc1 (stereo not given)	.	0.3	-9	24	17	1	0.1	-26	5
CCOP(=S)(OCC)c1ccc(N(C)C)cc1	0.79	-1.1	6	17	2	0	-1.7	-20[20 µM]	-3
CCOc1ccc(NC(=O)c2c(C)nn(Cc3ccccc3)c2Cl)cc1	-0.71	-0.1	3	2	-1	0	-0.1	-13	-18
C=C(C)Cn1c(=O)n(CC2CS2)c2ccccc21 (stereo not given)	-0.67	-0.5	3	16	-3	-8	-0.1	-15	10
COc1ccc(OC)c(C(c2c(O)c3ccccc3oc2=O)c2c(C)n(C)n(-c3ccccc3)c2=O)c1 (stereo not given)	-0.14	0.8	-3	-21	5	-9	0.8	-10	12
CC1=NN(c2ccccc2)C(=O)/C1=C/c1c(O)[nH]c(=S)[nH]c1=O	.	-0.8	3	31	1	-6	0.4	16[20 µM]	17
O=Cc1cn(Cc2cccc([N+](=O)[O-])c2)c2ccccc12	-0.53	0.7	-8	14	-7	-7	-1.4	-8	37
C=CCc1cc(C=C2C(=O)N(C)C(=O)N(C)C2=O)cc(OCC)c1OCc1ccccc1	-0.85	-0.8	6	-4	-2	-14	-1.4	-1	23
Cc1ccc(S(=O)(=O)N2CN3CCN(C3)C2)cc1	.	0.5	-1	6	1	-2	0.3	-14	-7
CCCCNC(=O)Nc1ccc(C(O)(C(=O)OCC)C(F)(F)F)cc1 (stereo not given)	-4.7*	1.2	6	-20	-3	4	0.0	-27	2
COc1ccccc1CN1CCN(C(=O)COc2cccc(C)c2)CC1	.	0.7	-5	-6	0	-33	1.2	-16	-28
COc1ccc(C(C)=O)cc1CC(C(=O)c1ccc(F)cc1)N(C)C (stereo not given)	1	0.6	-16	4	-3	-15	-0.9	-19	9
Clc1ccc(C2N3CCCN23)c(Cl)c1 (stereo not given)	.	0.5	-2	-9	-1	-33	1.0	-12[20 µM]	9
O=C(O)c1cc2ccccc2oc1=O	0.61	0.4	-16	4	-4	-6	0.8	-4	12
O=C(c1cccc2ccccc12)C1CCCN(C2CCC2)C1 (stereo not given)	1.4	0.4	-12	-8	1	-5	-0.2	-20	12
c1ccc(C(OCCN2CCNCC2)c2ccccc2)cc1	0.22	1.2	-3	12	1	-10	1.7	-28	26
O=c1c2ccccc2nc(N2CCCC2)n1-c1ccc(Cl)cc1	.	-1.4	-9	-177	4	6	-3.2	-16	25
CC1=C(/C=C/c2ccccc2)CCN(C)C1	0.17	0.7	1	13	13	9	1.6	-10[20 µM]	12
COC(=O)CC1(Cc2ccccc2)C(=O)NC(=O)NC1=O	.	-0.2	0	16	-3	-24	1.4	-25[20 µM]	-9
COc1ccccc1N1C(=O)NC(=O)/C(=C\c2cnn(-c3ccccc3)c2)C1=O	0.78	0.3	9	-7	-7	0	-0.4	-3	13
O=C(c1ccc(-c2ccccc2)cc1)C1CCCN(Cc2ccn[nH]2)C1 (stereo not given)	.	-0.1	10	26	-12	-10	2.5	-10	19
CCSC1=NN1c1cc(C)nc(N)n1	0.94	0.2	-11	-18	-4	-10	0.7	-15	10
CC1(CCl)CN1S(=O)(=O)c1ccccc1 (stereo not given)	0.74	0.4	5	-1	0	12	-0.3	-16	-4
Cc1ccc(OP(=O)(NC(C)c2ccccc2)Oc2ccc(C)cc2)cc1 (stereo not given)	0.18	0.3	8	-12	-5	-7	-0.7	-28	-5
Cc1nn(Cc2ccccc2)c(C)c1C=C1C(=O)NC(=S)NC1=O	-0.14	0.2	39	2	-4	-18	0.0	-8	24
CCC(=Nc1ccc(OC)cc1OC)c1c(O)n(C)c(=O)n(C)c1=O	-0.25	0.7	-5	8	-1	-23	2.2	-15	11
O=C(NC[P+](=O)O)OCc1ccccc1	-0.028	0.7	3	-1	-7	-2	-0.2	-19	9
COc1ccc(Br)cc1CN1CCN(CCO)CC1	-0.44	0.4	2	-17	1	-14	-0.5	-24	2
Cc1ccc(CNC2=NCCS2)cc1	-1.7	0.2	-3	7	0	-9	1.0	-7	8
O=C1NC(=O)C(=Cc2ccc3c(c2)OCO3)C(=O)N1	0.63	1.1	-5	-30	-1	0	-0.6	-20	22
O=C(O)CCCc1ccc(N(CCCl)CCCl)cc1	0.0087	0.2	6	-15	.	-1	1.1	-23	10
CC1(C(O)(C#CCN2CCCCC2)c2ccccc2)CCCC1 (stereo not given)	-0.66	0.9	4	21	-3	-4	-0.6	-14	-2
CCCCN1C(=O)C(C2c3ccccc3C(=O)N2Cc2ccccc2)C(=O)NC1=S (stereo not given)	-0.32	0.3	-2	-26	0	-17	-1.0	-20[20 µM]	-12
CN1CCc2nc(N)c(C#N)c(-c3ccccc3)c2C1	.	1.3	-11	-21	-1	-10	-0.2	-21[20 µM]	6
O=C(COc1ccc(Br)cc1)N1CCN(Cc2ccncc2)CC1	.	0.9	-7	-23	3	6	1.1	-25	-16
CN1C2CCC1/C(=C/c1ccccn1)C(=O)/C2=C\c1ccccn1	.	0.9	-18	-8	-2	-14	3.3	-14	41
CN(C)c1ccc(/C=C/C=C2/C(=O)NC(=O)N(c3ccccc3)C2=O)cc1	-0.75	5.5	3	17	-3	-58	8.5	-25	2
CC(=O)Nc1ccccc1C(=O)C(=O)Nc1cccc(C(=O)N2CCC3(CC2)OCCO3)c1	0.25	1.0	-6	4	-1	-5	2.2	-31	7
Cc1ccsc1-c1nc(CSCC(=O)N2CCC3(CC2)OCCO3)c(C)o1	0.33	0.7	-1	-36	3	-3	2.9	-6[20 µM]	1
Cc1cccc(OC(=O)N2CCOCC2)c1	-0.12	0.8	-1	-16	-4	-14	1.2	-9	11
Cc1cccc(OCC(=O)N2CCN(Cc3cccnc3)CC2)c1	-0.14	-0.2	1	-40	0	-20	3.2	-31	.
CC[C@@H](C(N)=O)N1CCCC1=O	0.83	1.0	.	-12	.	-6	-0.2	.	-8
CCN1CC2C3CCC(C)(O3)C2C1 (stereo not given)	1.6	0.8	-4	9	2	-2	1.0	-21	4
CCOc1ccc(-n2c(O)c(C=Nc3ccc(N4CCOCC4)cc3)c(=O)[nH]c2=O)cc1	-0.089	0.8	-25	-52	-8	-6	0.5	-1	-5
COc1ccccc1OCCCn1cc(C(=O)C2CC2)c2ccccc21	-1	-0.3	-1	14	0	5	-0.7	-21	19
O=C(NCCO)c1nsnc1NCCCl	0.39	0.8	-14	12	-4	-5	-0.7	-6	-5
O=C1NC(=S)N(Cc2ccco2)C(=O)/C1=C\c1cccs1	-0.58	1.1	81*	20	5	72*	1.3	-17	6
O=c1[nH]c(=S)n(Cc2ccc(F)cc2)c(O)c1C=NCc1ccc2c(c1)OCO2	0.38	1.1	-7	1	-5	-16	-0.4	-10	0

Nothing new here: entries from further up.
SMILES	KCC2 mod	TRPML3 agonist	Tb hexokinase	m-calpain inh	Thrombin inh	EBV gp42 inh	TRPN1 ag	Furin inhibitor	PPC-1+TRAIL kill
O=C(COc1ccc(Br)cc1)N1CCN(Cc2ccncc2)CC1	.	0.9	-7	-23	3	6	1.1	-25	-16
CN1C2CCC1/C(=C/c1ccccn1)C(=O)/C2=C\c1ccccn1	.	0.9	-18	-8	-2	-14	3.3	-14	41
CN(C)c1ccc(/C=C/C=C2/C(=O)NC(=O)N(c3ccccc3)C2=O)cc1	-0.75	5.5	3	17	-3	-58	8.5	-25	2

The list goes on:
SMILES	KCC2 mod	TRPML3 agonist	Tb hexokinase	m-calpain inh	Thrombin inh	EBV gp42 inh	TRPN1 ag	Furin inhibitor	PPC-1+TRAIL kill
Fc1ccccc1CCNCc1cccc(Cl)c1Cl	0.13	-0.5	-1	4	-4	-10	-1.7	-12[20 µM]	19
N#Cc1ccccc1Cn1cc(C(=O)C2CC2)c2ccccc21	0.085	-0.2	6	14	3	6	-0.4	-9[20 µM]	-2
O=[N+]([O-])[N-][n+]1cnn(Cc2ccccc2)c1	2.7	1.2	6	23	0	6	2.6	-22	21
Cc1cccc(N2C(=O)NC(=O)/C(=C\c3ccc(N4CCOCC4)cc3)C2=O)c1	-0.28	0.4	-84	3	-9	-8	0.9	-7	10
CC1CCCN(c2ccc(C(=O)N3CCC4(CC3)OCCO4)cc2[N+](=O)[O-])C1 (stereo not given)	.	-0.3	2	40	7	-3	-0.8	-11	-5
CCC(=NCc1ccco1)c1c(O)n(-c2ccc(OC)cc2)c(=O)[nH]c1=O	-1.3	1.5	-4	1	-7	8	0.7	-26	-11
Cc1cc(Cl)ccc1OCCCC(=O)NCc1cccs1	-2	0.0	32	13	2	4	-1.6	-3	10
CCN(CC)C(=O)N[C@H]1C[C@@H]2c3cccc4[nH]cc(c34)C[C@H]2N(C)C1	-0.68	0.1	-1	9	2	-1	0.7	-21	14
OC(CNC1CCCCCCC1)c1ccccc1 (stereo not given)	-0.19	-0.2	-2	13	-6	-18	-0.7	-2	-3
Cn1cccc1/C=C1/C(=O)NC(=S)N(Cc2ccc(F)cc2)C1=O	0.84	0.5	6	-16	-1	1	0.8	-8	3
CC(C)N1CCN(Cc2ccccc2C(F)(F)F)CC1CCO (stereo not given)	0.017	1.0	8	21	-13	5	1.0	-4	.
Cn1cc(NC(=O)CCl)cn1	0.52	0.9	2	-16	-1	-60	1.9	-9	-10
Cc1ccc(-c2nc3ccccc3c(=O)n2-c2cccc(O)c2)cc1	-0.2	-0.2	8	26	19	13	0.7	0	33
